Growth percent in the NCI-60 one-dose screen (48 h, 10 µM unless noted): 100 = growth as untreated, 0 = no growth, -100 = all killed.
HOP-62: HOP-62 NSCLC | 3.9% of 80,000 active | AID 1794735
K-562: K-562 leukemia; 7.4% of 78,000 active; AID 1794777
HOP-92: HOP-92 NSCLC cells. 6.3% of 71,000 active
CCRF-CEM: CCRF-CEM leukemia; 7% of 77,000 active
MDA-MB-435: MDA-MB-435 melanoma. 7.8% of 82,000 active. AID 1794794
SR: SR leukemia cells; 8.7% of 73,000 active; AID 1794780
RPMI-8226: RPMI-8226 leukemia cells; AID 1794781; 7.5% of 77,000 active
MOLT-4: MOLT-4 leukemia cells | 6.9% of 80,000 active
Numbers without * were called inactive; x = not tested or not shown. The calls were made as follows: active = growth percent below 10; inactive = the rest.

1: COc1ccc(/C=C(\C)[N+](=O)[O-])cc1OC
2: CN(CCOCCC(=O)NCCCC(O)(P(=O)(O)O)P(=O)(O)O)C(=O)Oc1ccc2c(c1)OCC(c1ccc(F)cc1)C2=O (stereo unspecified)
3: O=C1NC(=O)C2(CCCc3ccc(N(CCCl)CCCl)cc32)N1 (stereo unspecified)
4: CC(=O)O[C@@H]1[C@@H]2O[C@H]2[C@@](C)(O)C(=O)[C@@H](C)C/C=C/[C@H]2[C@@H]3O[C@]3(C)[C@@H](C)C3[C@H](Cc4ccccc4)NC(=O)[C@@]312 (stereo partly specified)
5: C1=NCCCN2CCCCC12 (stereo unspecified)
6: Clc1ccc2nnnn2n1
7: CC1CS1 (stereo unspecified)
8: O=c1oc2ccccc2c(O)c1C(C/C(CCN1CCCC1)=N/O)c1ccccc1 (stereo unspecified)

| Compound | 1 | 2 | 3 | 4 | 5 | 6 | 7 | 8 |
| --- | --- | --- | --- | --- | --- | --- | --- | --- |
| HOP-62 | 63 | 107 | 94 | 5.7* | 119 | 56 | 106 | 77 |
| K-562 | -9.9* | 92 | 79 | 69 | 108 | -11* | 93 | 116 |
| HOP-92 | -9.5* | 99 | x | -29* | 104 | -3.5* | 94 | 57 |
| CCRF-CEM | -16* | 97 | 34 | 44 | 99 | 20 | 98 | 97 |
| MDA-MB-435 | -59* | 100 | 98 | 71 | 109 | -1.9* | 114 | 110 |
| SR | -17* | x | 24 | 61 | 125 | x | 99 | x |
| RPMI-8226 | -20* | 99 | 96 | 82 | 106 | 5.4* | 105 | 106 |
| MOLT-4 | -25* | 99 | 33 | 68 | 105 | 17 | 94 | 104 |

9: CCCCOC(=O)c1ccccc1C(=O)O.CCCCOC(=O)c1ccccc1C(=O)O.[Cu+2]
10: C[C@]12CC[C@H]3[C@@H](CC=C4c5nc(-c6cccc(F)c6)sc5CC[C@@]43C)[C@@H]1CC[C@@H]2O
11: Cc1cc(C)c(Nc2nc3c(s2)CC[C@@]2(C)C3=CC[C@@H]3[C@@H]2CC[C@]2(C)C(=O)CC[C@@H]32)c(C)c1
12: CN1C(=O)C(=Cc2cn(-c3nc(N4CCOCC4)nc(N4CCOCC4)n3)c3ccccc23)C(=O)N(C)C1=O

| Compound | 9 | 10 | 11 | 12 |
| --- | --- | --- | --- | --- |
| HOP-62 | 127 | 105 | 99 | x |
| K-562 | 96 | 63 | 109 | 109 |
| HOP-92 | x | 109 | 114 | 91 |
| CCRF-CEM | 108 | 88 | 101 | 95 |
| MDA-MB-435 | 105 | 87 | 103 | 103 |
| SR | 93 | 83 | 107 | 95 |
| RPMI-8226 | x | 54 | 109 | 103 |
| MOLT-4 | 97 | 85 | 105 | 106 |

An excerpt of these results, with bars between the fields.
cpd | mol | HOP-62 | K-562 | HOP-92 | CCRF-CEM | MDA-MB-435 | SR | RPMI-8226 | MOLT-4
9 | CCCCOC(=O)c1ccccc1C(=O)O.CCCCOC(=O)c1ccccc1C(=O)O.[Cu+2] | 127 | 96 | x | 108 | 105 | 93 | x | 97
10 | C[C@]12CC[C@H]3[C@@H](CC=C4c5nc(-c6cccc(F)c6)sc5CC[C@@]43C)[C@@H]1CC[C@@H]2O | 105 | 63 | 109 | 88 | 87 | 83 | 54 | 85

Pulled by compound from above:
5: C1=NCCCN2CCCCC12 (stereo unspecified)
10: C[C@]12CC[C@H]3[C@@H](CC=C4c5nc(-c6cccc(F)c6)sc5CC[C@@]43C)[C@@H]1CC[C@@H]2O

| Compound | 5 | 10 |
| --- | --- | --- |
| HOP-62 | 119 | 105 |
| K-562 | 108 | 63 |
| HOP-92 | 104 | 109 |
| CCRF-CEM | 99 | 88 |
| MDA-MB-435 | 109 | 87 |
| SR | 125 | 83 |
| RPMI-8226 | 106 | 54 |
| MOLT-4 | 105 | 85 |

Screens deposited in PubChem by NCI.

The list is partial (hit frequency here may not be typical).
